Compound activity deposited in PubChem by several laboratories.
SIAE inh: human SIAE inhibitors, primary screen, biochemical, fluorescence polarization, FP-Rh probe, 1536-well HTS; SIAE FP-Rh probe binding; AID 1053197, 2014; Sialate O-acetylesterase (Homo sapiens), Q9HAT2; inhibition, % at 9.66 µM; 370,000 compounds, 0.69% hits;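 active = inhibition above a cutoff: mean of compounds within the control limits plus 3 SD of those, cut at about 17% in these data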;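 note: 0% = plate median of compound wells and 100% = probe without SIAE protein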
GC-A act: GC-A stimulated cGMP production enhancers – HEK293 GC-A cells, cGMP TR-FRET, EC30 ANP, primary screen; Atrial natriuretic peptide receptor 1 (Homo sapiens), P16066; 0% at EC30 ANP, 100% saturating ANP; activation, % at 10 µM; 370,000 compounds, 0.14% hits; AID 1671463, 2021; in the data active = activation above about 40%
MBD2 inh: inhibitors of MBD2 binding to methylated DNA, primary screen, biochemical, TR-FRET, DNA-binding domain, human | MBD2 binding to methylated oligonucleotide | AID 686964, 2013 | 370,000 compounds, 0.31% hits | Methyl-CpG-binding domain protein 2 (Homo sapiens), Q9UBB5 | inhibition, % at 4.4 µM; in the data active = inhibition above about 13%
HTRA1 inhibitor: HTRA1 serine protease inhibitors, primary screen, biochemical, fluorescence polarization, HTS; inhibition, % at 5.96 µM; Q92743; AID 504803, 2011; recombinant HTRA1, FP-rhodamine activity-based probe; 340,000 compounds, 0.5% hits; in the data active = inhibition above about 36%;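 note: 0% = enzyme with DMSO and 100% = wells lacking enzyme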
GC-B act: human GC-B receptor activators, primary screen, HEK293 GC-B cells, cGMP TR-FRET, EC30 CNP; 0% at EC30 CNP, 100% saturating CNP; AID 1920062, 2024; activation, % at 10 µM; 370,000 compounds, 0.11% hits;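 active = activation at 10 µM reaching about 35% in either raw or pattern-adjusted values, limit read from the data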
ABHD4 inh: ABHD4 inhibitors, primary screen, biochemical, fluorescence polarization, mouse. purified mABHD4, FP-Rh probe fluorescence polarization. inhibition, % at 8.92 µM. AID 720543, 2013. 370,000 compounds, 0.54% hits. (Lyso)-N-acylphosphatidylethanolamine lipase (Mus musculus), Q8VD66;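 active = inhibition exceeding the mean over every tested compound plus 3 SD, cut at about 30% in these data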;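 note: 0% = plate median of compound wells and 100% = S159A mutant with DMSO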
Target sequence (Q8VD66 whole entry, looked up): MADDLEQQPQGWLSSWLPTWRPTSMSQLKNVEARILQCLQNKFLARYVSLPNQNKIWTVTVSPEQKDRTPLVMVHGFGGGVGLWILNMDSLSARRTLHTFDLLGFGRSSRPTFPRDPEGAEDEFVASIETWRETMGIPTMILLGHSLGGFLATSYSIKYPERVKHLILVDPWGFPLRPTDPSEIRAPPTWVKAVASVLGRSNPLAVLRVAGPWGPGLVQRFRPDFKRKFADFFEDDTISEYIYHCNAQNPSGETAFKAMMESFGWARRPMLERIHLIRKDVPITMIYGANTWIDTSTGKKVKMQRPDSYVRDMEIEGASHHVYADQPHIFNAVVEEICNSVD
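Doses – 8.92 µM, single dose · Material – wild-type mouse ABHD4 protein · Replication – single well per compound (singlicate) · Measure – percent inhibition of probe binding, normalized to plate controls · Schedule – 45 min compound pre-incubation plus 60 min probe step, 25 °C · Detection – fluorescence polarization with parallel and perpendicular emission, 525/598 nm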
TCR-CD3 inh: inhibitors of human TCR-CD3 interaction, primary screen, biochemical, fluorescence, TAMRA-labeled TCR probe; T-cell receptor (TCR); inhibition, % at 9.4 µM; 360,000 compounds, 0.37% hits; in the data active = inhibition above about 19%;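 note: recombinant mutant TCR 2C K166C tagged with TAMRA read by polarization; 0% = receptor in buffer alone and 100% = receptor with positive control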
PRMT1 FP inh: PRMT1 methyltransferase inhibitors, primary screen, biochemical, fluorescence polarization; recombinant PRMT1, activity-based probe fluorescence polarization; inhibition, % at 2.79 µM; Protein arginine N-methyltransferase 1 (Homo sapiens), Q99873; 370,000 compounds, 1.3% hits;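 active = inhibition above about 21% made by adding two undisclosed values, limit read from the data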
UHRF1 MBD2 ctr: UHRF1 methylated DNA binding inhibitors, primary screen, counter-screen for MBD2 inhibitor project, biochemical, TR-FRET, human UHRF1, single concentration; UHRF1 binding to methylated oligo; inhibition, % at 4.4 µM; 370,000 compounds, 0.75% hits; AID 687016, 2013; in the data active = inhibition above about 21%;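 note: UHRF1 SRA domain binding a hemimethylated CpG hairpin DNA probe; 0% = median of test compound wells and 100% = reference inhibitor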
Target sequence (Q96T88 whole entry, looked up, the tested form may be a part): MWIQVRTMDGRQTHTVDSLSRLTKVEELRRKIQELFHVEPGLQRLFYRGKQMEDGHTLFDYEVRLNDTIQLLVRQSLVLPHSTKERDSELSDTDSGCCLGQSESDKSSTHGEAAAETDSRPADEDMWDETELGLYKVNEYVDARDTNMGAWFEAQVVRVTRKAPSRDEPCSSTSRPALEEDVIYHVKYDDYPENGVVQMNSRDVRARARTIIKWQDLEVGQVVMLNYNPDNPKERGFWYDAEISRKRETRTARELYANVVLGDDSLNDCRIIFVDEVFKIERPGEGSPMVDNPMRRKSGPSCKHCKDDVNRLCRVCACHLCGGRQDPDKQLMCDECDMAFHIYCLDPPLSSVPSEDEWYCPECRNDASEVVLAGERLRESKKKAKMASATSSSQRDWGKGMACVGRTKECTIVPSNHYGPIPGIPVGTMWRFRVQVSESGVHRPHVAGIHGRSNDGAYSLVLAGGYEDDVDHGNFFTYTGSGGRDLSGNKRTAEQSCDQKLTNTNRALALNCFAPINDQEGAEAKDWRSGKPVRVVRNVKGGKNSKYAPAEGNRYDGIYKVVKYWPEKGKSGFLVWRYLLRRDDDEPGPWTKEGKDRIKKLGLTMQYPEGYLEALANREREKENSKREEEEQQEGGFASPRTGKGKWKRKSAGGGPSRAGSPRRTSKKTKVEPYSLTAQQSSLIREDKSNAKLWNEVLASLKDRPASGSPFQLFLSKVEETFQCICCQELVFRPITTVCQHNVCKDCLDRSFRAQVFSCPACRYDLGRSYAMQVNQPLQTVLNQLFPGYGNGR
rCAG binder: binders of r(CAG) RNA repeats, primary screen, biochemical, fluorescence | AID 651821, 2012 | inhibition, % at 3 µM | r(CAG) RNA repeat, TO-PRO-1 dye displacement fluorescence | 370,000 compounds, 1.3% hits;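 active = inhibition above the plate cutoff, the mean of all test compounds on that plate plus 3 SD, cut at about 35% in these data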;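 note: 0% = DMSO alone and 100% = 100 µM mitoxantrone as full dye displacement; higher means more dye released from RNA so lower well fluorescence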
Active calls of the source: *; · = no result given.

1. Cc1ccc(-c2cc(C(F)F)nc(NCC3CCCO3)n2)cc1 (stereo not given)
2. Cc1c(C(=O)N/N=C/c2cccnc2)sc(=S)n1C
3. CCCCn1c(N)c(N(CCC(C)C)C(=O)c2cc(Cl)nc3ccccc23)c(=O)[nH]c1=O
4. CC(C)(C)OC(=O)N1CCc2onc(-c3ccc([N+](=O)[O-])cc3)c2C1=O
5. Cc1ccc2cc(CN(CCc3ccccc3)C(=S)NCCCN(C)C)c(=O)[nH]c2c1
6. Fc1ccc(CN2C3=NCCN3c3ccccc32)cc1
7. COC(=O)c1sccc1NC(=O)Nc1cccc([N+](=O)[O-])c1
8. NS(=O)(=O)c1ccc(NC(=O)CN2CCCN(S(=O)(=O)c3ccc(F)cc3)CC2)cc1
9. O=C(COc1ccc(Cl)cc1Cl)Nc1ccc(C(=O)Nc2ccccc2C(=O)O)cc1
10. COc1ccc(CCN2C(=O)CC(C(N)=O)SC2=Nc2ccc(F)cc2)cc1OC (stereo not given)

assay / compound	1	2	3	4	5	6	7	8	9	10
SIAE inh	-5	0	-5	-1	8	-3	1	-8	-28	20*
GC-A act	5	11	-1	-2	-1	-6	4	0	-2	0
MBD2 inh	-3	-3	-1	0	-5	-5	-2	3	-2	5
HTRA1 inhibitor	-24	-11	1	1	3	1	0	4	-27	6
GC-B act	-2	-9	2	-1	-1	-5	6	-5	0	-1
ABHD4 inh	-13	-6	-1	0	1	9	-1	-17	-27	3
TCR-CD3 inh	-1	-7	0	-8	6	-6	1	-6	7	2
PRMT1 FP inh	-2	4	-4	4	-5	-3	2	1	2	-5
UHRF1 MBD2 ctr	-1	1	1	0	1	2	-1	5	-4	0
rCAG binder	-9	8	5	0	7	0	2	5	50*	-6

11. COc1ccccc1N1CCN(C(=O)CNC(=O)Cn2cnc3sc(C)c(C)c3c2=O)CC1
12. COc1ccc([N+](=O)[O-])cc1NC(=O)C(C)Sc1nc(-c2ccccc2)cs1 (stereo not given)
13. COc1ccc(C(C(=O)NC(C)(C)C)N(Cc2cccnc2)C(=O)CCC(=O)Nc2cc(C)on2)cc1 (stereo not given)
14. Cc1noc(/C=C/c2cccs2)c1S(=O)(=O)N1CCC(C(=O)NCCCN2CCCC(C)C2)CC1 (stereo not given)
15. O=C(COc1ccccc1F)Nc1cc(S(=O)(=O)Nc2cccc(Cl)c2)ccc1O
16. COc1ccc(C(=O)Nc2cc([N+](=O)[O-])ccc2N2CCN(C)CC2)cc1
17. CN(C)S(=O)(=O)c1ccc(N2CCCC2)c(C(=O)N2CCN(S(=O)(=O)c3ccc(F)cc3)CC2)c1
18. Cc1cc(NC(=O)CCC(=O)N(CC(=O)NC2CCCC2)Cc2ccc3c(c2)OCO3)no1
19. Cc1ccc(CNS(=O)(=O)c2ccc3c(c2)NC(=O)CO3)cc1
20. CCc1ccccc1NC(=O)CN(c1ccc(OC)cc1OC)S(=O)(=O)c1ccccc1

assay / compound	11	12	13	14	15	16	17	18	19	20
SIAE inh	-3	-2	7	-5	-9	-1	2	-3	3	0
GC-A act	-3	-4	1	0	-6	1	0	-1	2	-12
MBD2 inh	1	3	2	-7	5	4	3	-1	2	-3
HTRA1 inhibitor	5	-20	-4	-6	-21	0	-3	2	6	-5
GC-B act	0	0	3	-7	-2	-6	1	0	0	-6
ABHD4 inh	6	0	-1	2	-13	4	-1	2	9	1
TCR-CD3 inh	3	5	-7	10	-3	6	-4	1	-2	-1
PRMT1 FP inh	3	0	0	-1	7	-1	1	-4	3	1
UHRF1 MBD2 ctr	5	1	3	-2	0	0	2	3	-1	4
rCAG binder	-1	4	1	-4	64*	0	-1	-8	0	-4

21. CC(/C=C/C=C/c1ccccc1)=N/NC(=O)C(O)c1ccccc1 (stereo not given)
22. CCOc1ccccc1OCC(=O)Nc1c(C)n(C)n(-c2ccccc2)c1=O
23. Cc1ccnc(SC2CC(=O)N(c3ccc([N+](=O)[O-])cc3)C2=O)n1 (stereo not given)
24. COc1ccc(NS(=O)(=O)c2cc(NC(=O)CCc3ccc(OC)c(OC)c3)ccc2N2CCOCC2)cc1
25. COc1ccc(C(=O)Nc2ccccc2C(=O)Nc2cccnc2)cc1
26. O=C(Nc1cccn2ncnc12)c1ccc(Cl)cc1Cl
27. COc1ccc([C@H]2OC(=O)C[C@H]2C(=O)N2CCN(c3ccccc3C(F)(F)F)CC2)cc1OC
28. O=C(NCc1ccco1)c1ccc([N+](=O)[O-])o1
29. Cc1ccc([N+](=O)[O-])cc1S(=O)(=O)Nc1cccc(-c2ccc(N3CCOCC3)nn2)c1
30. O=C1CN(C(=O)COC(=O)c2ccc(Br)o2)c2ccccc2N1

assay / compound	21	22	23	24	25	26	27	28	29	30
SIAE inh	-1	13	-1	4	-10	4	4	2	-10	-11
GC-A act	2	1	-3	-3	-2	3	-8	-4	-2	-1
MBD2 inh	4	-6	2	-2	4	1	-4	-3	2	7
HTRA1 inhibitor	1	3	-4	0	-15	4	·	6	-1	3
GC-B act	3	2	0	-2	-3	3	-13	0	-8	-4
ABHD4 inh	3	7	-4	-8	7	-4	3	1	7	-12
TCR-CD3 inh	-2	0	-3	-6	-3	0	·	-2	1	-1
PRMT1 FP inh	4	2	18	5	5	-2	0	4	-6	10
UHRF1 MBD2 ctr	0	-2	2	-1	-1	0	-4	9	-4	0
rCAG binder	-2	2	3	9	0	0	-1	5	3	-1

31. CCOC(=O)C1Cc2ccccc2CN1 (stereo not given)
32. CCCC(=O)Nc1nc2ccc(OCC)cc2s1
33. CCc1ccc(N2C(=O)C3C4CCC(C4=C(C)C)C3C2=O)cc1 (stereo not given)
34. O=C(CNS(=O)(=O)c1ccc(Br)cc1)NCc1cccnc1
35. COc1ccc(C(CNC(=O)c2cccc(S(=O)(=O)Nc3cccc(C)c3)c2)N2CCOCC2)cc1 (stereo not given)
36. CC(C)(C)C(=O)Nc1ccc(-c2cc3cc(Cl)ccc3o2)cc1
37. C[C@H]1CCCCO[C@H](CN(C)C(=O)C2CCCCC2)[C@@H](C)CN([C@@H](C)CO)C(=O)c2cc(NC(=O)NC3CCCCC3)ccc2O1
38. Cc1ccc2c(c1)N(S(=O)(=O)c1cc(-c3onc(C)c3C)ccc1C)CCO2
39. COc1ccc(/C=N/NC(=O)CNC(=O)/C=C/c2ccccc2OC)cc1
40. Cc1ccc(NCc2n[nH]c(=S)n2-c2ccccc2)cc1

assay / compound	31	32	33	34	35	36	37	38	39	40
SIAE inh	-8	-1	2	-4	-5	-5	-2	5	2	2
GC-A act	4	-1	0	2	-2	2	3	-4	-1	1
MBD2 inh	8	-1	-7	2	1	2	5	4	6	0
HTRA1 inhibitor	-4	2	3	6	-11	8	5	-29	-10	3
GC-B act	7	1	0	-1	-2	-1	7	5	-2	11
ABHD4 inh	-4	-5	9	5	-2	4	-4	-15	-8	2
TCR-CD3 inh	-6	5	4	-8	-3	-5	-6	-3	-12	-1
PRMT1 FP inh	2	0	-3	4	-4	4	4	3	1	-4
UHRF1 MBD2 ctr	6	-2	-4	2	2	2	4	3	2	1
rCAG binder	-5	-1	-7	-2	-3	0	5	6	4	4

41. CCCC1CCC(=C(C#N)C(N)=O)CC1 (stereo not given)
42. C=CCN1[C@H](C)COc2cccc(F)c2S1(=O)=O
43. COC(=O)c1ccc(NC(=O)CSc2nn3c(=O)c(C)nnc3s2)cc1
44. Cc1ccc(S(=O)(=O)N2CCCN(S(=O)(=O)c3ccc4c(c3)OCCO4)CC2)cc1
45. CN1CCN([C@H]2CS(=O)(=O)N[C@@H]2COCc2ccccc2)CC1
46. CCCCCCN1C=C/C(=C\C=C(C#N)C#N)c2ccccc21
47. O=C(Nc1ccccc1)NC1CC2CCC(C1)N2Cc1nnnn1Cc1ccc2c(c1)OCO2 (stereo not given)
48. CC(C)CC(NC(=O)c1cccc(Cl)c1)C(=O)O (stereo not given)
49. CC(=O)NC(Cc1ccccc1C)C(=O)NC1CCN(c2nnnn2-c2ccccc2)CC1 (stereo not given)
50. C/C(=N/NC(=O)CC(=O)N/N=C(\C)c1ccc([N+](=O)[O-])cc1)c1ccc([N+](=O)[O-])cc1
51. O=C(c1ccc(-n2cnnn2)cc1)N1CCOCC1

assay / compound	41	42	43	44	45	46	47	48	49	50	51
SIAE inh	11	-1	1	-5	3	-27	13	0	-4	3	-5
GC-A act	-1	5	1	2	-1	-13	-1	3	0	3	-1
MBD2 inh	-1	1	1	1	0	3	1	-4	0	-5	11
HTRA1 inhibitor	2	·	2	0	·	5	-15	10	8	2	0
GC-B act	-1	0	2	-2	-4	-17	-2	3	-8	1	-5
ABHD4 inh	-4	-11	-11	1	-2	-62	5	3	-1	-3	-9
TCR-CD3 inh	-1	·	6	-1	1	-12	0	-2	6	14	2
PRMT1 FP inh	-3	4	18	1	5	-1	-3	3	0	3	3
UHRF1 MBD2 ctr	-3	4	4	-1	-3	-4	-3	0	-1	-3	4
rCAG binder	-4	2	2	1	4	3	-4	-3	-4	0	8

Reformatted: entries from further up.
| no. | Compound | SIAE inh | GC-A act | MBD2 inh | HTRA1 inhibitor | GC-B act | ABHD4 inh | TCR-CD3 inh | PRMT1 FP inh | UHRF1 MBD2 ctr | rCAG binder |
| --- | --- | --- | --- | --- | --- | --- | --- | --- | --- | --- | --- |
| 43 | COC(=O)c1ccc(NC(=O)CSc2nn3c(=O)c(C)nnc3s2)cc1 | 1 | 1 | 1 | 2 | 2 | -11 | 6 | 18 | 4 | 2 |
| 44 | Cc1ccc(S(=O)(=O)N2CCCN(S(=O)(=O)c3ccc4c(c3)OCCO4)CC2)cc1 | -5 | 2 | 1 | 0 | -2 | 1 | -1 | 1 | -1 | 1 |
| 45 | CN1CCN([C@H]2CS(=O)(=O)N[C@@H]2COCc2ccccc2)CC1 | 3 | -1 | 0 | · | -4 | -2 | 1 | 5 | -3 | 4 |
| 46 | CCCCCCN1C=C/C(=C\C=C(C#N)C#N)c2ccccc21 | -27 | -13 | 3 | 5 | -17 | -62 | -12 | -1 | -4 | 3 |
| 47 | O=C(Nc1ccccc1)NC1CC2CCC(C1)N2Cc1nnnn1Cc1ccc2c(c1)OCO2 (stereo not given) | 13 | -1 | 1 | -15 | -2 | 5 | 0 | -3 | -3 | -4 |
| 48 | CC(C)CC(NC(=O)c1cccc(Cl)c1)C(=O)O (stereo not given) | 0 | 3 | -4 | 10 | 3 | 3 | -2 | 3 | 0 | -3 |
| 49 | CC(=O)NC(Cc1ccccc1C)C(=O)NC1CCN(c2nnnn2-c2ccccc2)CC1 (stereo not given) | -4 | 0 | 0 | 8 | -8 | -1 | 6 | 0 | -1 | -4 |
| 50 | C/C(=N/NC(=O)CC(=O)N/N=C(\C)c1ccc([N+](=O)[O-])cc1)c1ccc([N+](=O)[O-])cc1 | 3 | 3 | -5 | 2 | 1 | -3 | 14 | 3 | -3 | 0 |
| 51 | O=C(c1ccc(-n2cnnn2)cc1)N1CCOCC1 | -5 | -1 | 11 | 0 | -5 | -9 | 2 | 3 | 4 | 8 |

This is a subset; rates above refer to the full screens.
